High-throughput results deposited in PubChem by several laboratories.
NOD1 NF-kB reporter: inhibition of NOD1-driven NF-kB reporter – cell-based, luminescence, uHTS, primary screen (AID 1578); NOD1-driven NF-kB luciferase reporter cells, luminescence; higher % means a stronger effect; inhibition, % at 4 µM; hits with a dose series show EC50 in µM; actives 1% (n = 290,000); in the data active = inhibition mostly above about 36%, no sharp cut-off; inactive = mostly below about 34%;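 also: HEK-293T reporter cells stimulated with the NOD1 agonist gamma-tri-DAP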
KOR beta-arrestin-1: kappa opioid receptor activators – cell-based, luminescence, uHTS, primary screen (AID 1777); KOR beta-arrestin recruitment, luminescence; higher % means a stronger effect; activation, % at 10 µM; hits with a dose series show EC50 in µM; actives 0.02% (n = 280,000); in the data active = activation above about 50%, passing the limit was not always enough; also: a part of the inactive calls stands beside numbers as strong as those of hits
NS5 inhibitors: Dengue-2 NS5 methyltransferase inhibitors, primary screen, biochemical, confirmation dose response (AID 588689); Dengue-2 NS5 methyltransferase capping enzyme assay, biochemical; higher % means a stronger effect; inhibition, % at 25 µM, or IC50 in µM where a hit was titrated; actives 0.3% (n = 340,000); in the data active = a potency from the dose series
HIV fusion peptide: cell-free HIV fusion peptide-binding blockers – biochemical, uHTS, fluorescence dequenching, primary screen (AID 1986). actives 0.3% (n = 290,000). cell-free peptide binding, fluorescence dequenching, 30 min; higher % means a stronger effect. one-dose inhibition, % at 20 µM; IC50 in µM for titrated hits; in the data active = inhibition mostly above about 52%, no sharp cut-off; inactive = mostly below about 76%; also: some results filed as inactive read as strong as hits
GPR55 activation: selective activators of receptor GPR55 – imaging, U2OS cells, beta-arrestin-GFP redistribution, primary screen (AID 1961); U2OS GPR55 beta-arrestin-GFP redistribution imaging; higher % means a stronger effect; activation, % at 10 µM; hits with a dose series show EC50 in µM; actives 0.048% (n = 290,000);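 active = activation above 40% with more than 50 cells counted in the well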;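 also: U2OS osteosarcoma cells stably expressing GPR55 and beta-arrestin-GFP; plate controls were DMSO negative control for no effect and LPI positive control for full effect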
GPR55 LPI antagonism: inhibition of LPI-stimulated GPR55 beta-arrestin translocation – imaging, U2OS, beta-arrestin-GFP, LPI agonist, primary screen (AID 2013). U2OS GPR55 beta-arrestin-GFP translocation imaging, LPI antagonism; higher % means a stronger effect. one-dose inhibition, % at 10 µM; IC50 in µM for titrated hits. actives 0.13% (n = 290,000);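 active = spots per cell inhibited over 60%, with over 100 cells counted and total cytoplasm intensity under 500,000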;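 also: U2OS cells stably carrying GPR55 and arrestin-GFP stimulated by 5 µM LPI near EC80; imaged beta-arrestin-GFP aggregate spots per cell after agonist stimulation; plate controls were LPI-stimulated DMSO wells for no effect and DMSO wells without LPI for full effect; some results filed as inactive read as strong as hits; confirmed hits need IC50 under 10 µM and bright autofluorescent wells are also inconclusive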
West Nile antiviral: West Nile virus antiviral activity, cell-based, CPE readout (AID 1621) | West Nile virus-infected cells, CPE inhibition; higher % means a stronger effect | CPE inhibition, % at 10 µM; hits with a dose series show IC50 in µM | actives 0.02% (n = 290,000); in the data active = a potency from the dose series; also: strong numbers were not always called active
KOR beta-arrestin-2: kappa opioid receptor blockers – cell-based, luminescence, uHTS (AID 1778) | KOR beta-arrestin recruitment, luminescence, antagonist mode; higher % means a stronger effect | one-dose inhibition, % at 10 µM; IC50 in µM for titrated hits | actives 0.091% (n = 290,000); in the data active = inhibition above about 50%; also: strong numbers were not always called active
GPR35 arrestin U2OS: inhibition of zaprinast-stimulated GPR35 beta-arrestin translocation – imaging, U2OS, beta-arrestin-GFP, zaprinast agonist, primary screen (AID 2058) | U2OS GPR35 beta-arrestin-GFP translocation imaging, zaprinast antagonism; higher % means a stronger effect | one-dose inhibition, % at 10 µM; IC50 in µM for titrated hits | actives 0.052% (n = 290,000);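 active = inhibition of at least 50% with at least 30 cells and total cytoplasm GFP at most 10,000,000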
NS5 inhibitors pilot replicate: second read-out of NS5 inhibitors, no call of its own (marks repeat the call); inhibition, %; measured here: pilot screen replicate inhibition
Numbers without * were called inactive; / = not tested or not shown; [ ] = dose if it differs, or a comment. A portion of the library; rates above refer to the full screens.

SMILES	NOD1 NF-kB reporter	KOR beta-arrestin-1	NS5 inhibitors	HIV fusion peptide	GPR55 activation	GPR55 LPI antagonism	West Nile antiviral	KOR beta-arrestin-2	GPR35 arrestin U2OS	others
COc1ccc(Br)cc1/C=N/NC(=O)CNC(=O)C1COc2ccccc2O1 (centres undefined)	-14%	-6.0%	-4%	0.9%	0.2%	5%	0.0%	-19%	-6%
CCOC(=O)c1ccccc1NC(=O)CSc1nc2c(c(=O)n(C)c(=O)n2C)n1C	/	-1.6%	/	-1.1%	-0.1%	16%	0.0%	18%	0%
CCC(C)(C)NC(=O)CN(C(=O)c1snc(C(N)=O)c1N)c1ccc(OC)c(OC)c1	-11%	1.6%	-5%	-0.8%	-0.1%	6%	0.3%	11%	6%
Cn1c(SCC(=O)Nc2cccnc2)nnc1-c1ccccc1F	8%	7.3%	1%	21%	0.3%	-6%	0.1%	-52%	-1%
CC(=O)NC(Cc1cccc(F)c1)C(=O)NC1CCN(c2nnnn2-c2ccccc2)CC1 (centres undefined)	-28%	/	-8%	1.9%	-0.1%	12%	0.0%	-14%[20 µM]	-7%
O=C(O)C1C2C=CC(C2)C1C(=O)NCc1cccs1 (centres undefined)	-32%	/	2%	2.1%	-0.1%	-1%	-0.6%	-18%[20 µM]	18%
C=CCn1c(=N)c(C(=O)OCC)cc2c(=O)n3cc(C)ccc3nc21	2%	4.4%	/	-1.8%	-0.2%	16%	/	6%	-5%
Cc1ccc2c(c1)N(CC(=O)NC1CCC(C)CC1)C(=O)c1cccnc1O2 (centres undefined)	-16%	-2.5%	0%	-0.3%	-0.3%	8%	-0.7%	8%[20 µM]	4%
N#Cc1c(N2CCOCC2)nc(-c2ccco2)c2c1CCCC2	7%	-5.9%	-7%	1.1%	-0.2%	3%	0.6%	11%	16%
CCCn1nc(NC(=O)c2cccs2)c2cc3cc(OC)ccc3nc21	-24%	5.2%	-2%	0.8%	-0.1%	-2%	1.3%	-48%	-7%
CCC1CCCCN1CCCNC(=O)c1ccc(N2CCCC2=O)cc1 (centres undefined)	-10%	-3.1%	-10%	1.1%	-0.2%	7%	-0.4%	1%	8%
CN(C)CCCCOc1ccc(Br)cc1Cl	-24%	-3.9%	-2%	-1.4%	0.2%	-5%	-1.2%	-48%[20 µM]	-4%
C#CCSc1nsc(SCC#C)c1C#N	-9%	-0.7%	-1%	12%	-0.1%	-14%	0.7%	21%	-13%
COc1ccc(C(=O)N/N=C(\C)CC(=O)Nc2ccc3c(c2)OCO3)cc1	-2%	-1.9%	-1%	-2.1%	0.8%	0%	0.5%	6%	5%
CCOC(=O)c1cn(Cc2ccc(Cl)cc2Cl)c2cc(C)nn2c1=O	8%	-3.7%	-5%	-0.6%	-0.2%	5%	-0.7%	22%	-7%
CC(C)=CCN1CCN(Cc2ccc3nsnc3c2)CC1CCO (centres undefined)	-18%	-5.5%	3%	-0.1%	0.0%	-8%	0.1%	-12%	0%
O=C(CCc1ccccc1)N1CCN(c2ccc(Cl)cc2)CC1	-26%	4.8%	-2%	-2.0%	-0.2%	2%	-0.4%	-5%	17%
Cc1ccc(O)c(NC(=O)CSc2n[nH]c(-c3ccccc3)n2)c1	-1%	7.3%	-3%	-2.1%	-0.1%	15%	-0.6%	28%	6%
CSc1nsc(/C=C/Nc2ccc(Cl)cc2)c1C#N	6%	-1.5%	-4%	20%	-2.3%	12%	-0.3%	10%	-7%
CCn1nccc1C(=O)Nc1ccc(Cl)cn1	-7%	-7.7%	-5%	-0.9%	-0.1%	8%	0.3%	-30%	2%
CCN(CC)S(=O)(=O)c1ccc(N2CCOCC2)c(NC(=O)COc2ccc(Cl)cc2)c1	-4%	-1.6%	2%	-0.6%	1.7%	8%	1.2%	14%	6%
COC(=O)c1ccc(CSc2nnc(C)s2)cc1	11%	-0.1%	-19%	-1.5%	-0.1%	-1%	0.0%	5%	2%
COc1ccc(N(CC(=O)NC2CCCC2)S(=O)(=O)c2ccc(NC(C)=O)cc2)cc1	-15%	-2.3%	-1%	0.1%	/	12%	-0.1%	-4%	14%
O=c1[nH]c2ccc(N/C(=N/S(=O)(=O)c3ccccc3)c3ccccc3)cc2[nH]1	-28%	3.1%	1%	2.0%	-0.1%	4%	-0.1%	10%	-6%
Cc1nc2ccc(NC(=O)NC(=O)c3c(Cl)cccc3Cl)cc2o1	-6%	0.3%	-2%	-0.7%	2.2%	9%	0.0%	-1%	9%
COc1ccc(NC(=O)CCN2C(=O)c3cccc([N+](=O)[O-])c3C2=O)cc1	-11%	-0.4%	-5%	2.2%	-0.1%	10%	-0.5%	-33%[20 µM]	13%	NS5 inhibitors pilot replicate=-3.4
O=C(N/N=C/c1ccccc1C(=O)O)c1ccncc1	-14%	0.2%	-7%	-0.9%	0.1%	9%	0.0%	-34%[20 µM]	0%
CCC(=O)Nc1cccc(NC(=O)c2cccnc2)c1	-12%	-0.2%	0%	26%	-0.2%	7%	0.7%	-9%	8%
CCOc1cc(S(=O)(=O)N2CCN(CC)CC2)ccc1Cl	-8%	3.9%	0%	-1.0%	-0.2%	-9%	0.1%	-5%	-4%
COC(=O)c1c(NC(=O)/C=C/c2ccco2)sc2c1CCC2	-8%	5.8%	-4%	18%	1.5%	6%	-0.6%	-13%	2%
O=C(NCCc1ccc(F)cc1)Nc1ccc([N+](=O)[O-])cc1	-40%	0.8%	-10%	-1.1%	0.2%	12%	-1.1%	4%	-2%
COC(=O)Cc1c(C)c2ccc(OC(=O)c3ccccc3)cc2oc1=O	-6%	-2.3%	-5%	-0.6%	-0.1%	4%	-0.1%	-18%	14%
CCCCc1c(C)c(C#N)c2nc3ccccc3n2c1NCCN(C)C	-4%	5.2%	3%	1.1%	-0.1%	10%	1.9%	-2%	-11%
Cc1ccccc1N/C(=N/S(=O)(=O)c1ccccc1)c1ccc(F)cc1	-7%	1.2%	-7%	-1.0%	-0.1%	6%	-0.7%	1%	-5%
Cc1ccc(CS(=O)(=O)CCC(=O)NCc2cccs2)cc1	17%	-2.0%	-1%	2.2%	-2.3%	-12%	-0.3%	23%	4%
CCOc1ccc(S(=O)(=O)N2CCN(Cc3ccc4c(c3)OCO4)CC2)cc1Cl	9%	3.5%	-7%	2.0%	-0.1%	-1%	-0.1%	-33%	-4%
Cc1cccc(NC(=O)CSc2nc3ccc(NC(=O)CSc4nnnn4-c4ccccc4)cc3s2)c1C	-76%	1.4%	/	1.5%	-0.1%	1%	/	-18%	7%
COc1ccc(NC(=O)CCN2CCN(S(=O)(=O)c3ccc(F)cc3)CC2)cc1	47%	14%	-17%	-1.1%	0.3%	-4%	0.6%	8%	8%
Cc1cccc(N2CC(c3nc4ccccc4n3C)CC2=O)c1C (centres undefined)	-5%	-2.8%	-3%	1.7%	-0.2%	16%	-0.1%	-16%	-5%
COC(=O)C1=CN(Cc2cccs2)C=C(C(=O)OC)C1c1ccc(OC)cc1OC	-28%	/	0%	0.1%	0.3%	7%	-1.5%	2%[20 µM]	1%
Cc1cc(NC(=O)CSc2nc(N)c(NC(=O)c3ccc(F)c(F)c3)c(=O)[nH]2)no1	-34%	1.4%	-1%	-1.2%	-0.2%	11%	0.1%	-19%	1%
NC(=O)c1ccsc1NC(=O)C1CC1	2%	-0.1%	-3%	-0.5%	-0.1%	6%	0.2%	18%	-2%
Cc1coc2c(C)c3oc(=O)c(CCC(=O)NCCCN4CCOCC4)c(C)c3cc12	-11%	-1.3%	-5%	-0.1%	1.1%	-9%	-1.4%	-61%[20 µM]	-3%
C=CCc1cc(/C=N\NC(=O)CSc2nnc(CCCc3ccc(OC)c(C)c3)o2)cc(OC)c1O	-16%	-0.5%	-3%	-2.7%	0.2%	3%	0.2%	30%	-13%
Cn1nc(C(=O)Nc2nc3ccccc3[nH]2)c2ccccc2c1=O	-30%	-5.3%	3%	-1.5%	0.2%	-5%	-0.1%	10%	0%
Cc1ccc(SCc2nc(-c3ccncc3)no2)cc1	-22%	1.5%	-10%	17%	-0.1%	-9%	0.3%	12%	-7%
Cc1ccc(CSCCNC(=O)c2ccc(NS(C)(=O)=O)cc2)cc1	-23%	-1.4%	-5%	-0.2%	-0.1%	13%	0.1%	11%	1%

Among those listed so far, 6 contain a thiophene ring, fused or not.
SMILES	NOD1 NF-kB reporter	KOR beta-arrestin-1	NS5 inhibitors	HIV fusion peptide	GPR55 activation	GPR55 LPI antagonism	West Nile antiviral	KOR beta-arrestin-2	GPR35 arrestin U2OS	others
O=C(O)C1C2C=CC(C2)C1C(=O)NCc1cccs1 (centres undefined)	-32%	/	2%	2.1%	-0.1%	-1%	-0.6%	-18%[20 µM]	18%
CCCn1nc(NC(=O)c2cccs2)c2cc3cc(OC)ccc3nc21	-24%	5.2%	-2%	0.8%	-0.1%	-2%	1.3%	-48%	-7%
COC(=O)c1c(NC(=O)/C=C/c2ccco2)sc2c1CCC2	-8%	5.8%	-4%	18%	1.5%	6%	-0.6%	-13%	2%
Cc1ccc(CS(=O)(=O)CCC(=O)NCc2cccs2)cc1	17%	-2.0%	-1%	2.2%	-2.3%	-12%	-0.3%	23%	4%
COC(=O)C1=CN(Cc2cccs2)C=C(C(=O)OC)C1c1ccc(OC)cc1OC	-28%	/	0%	0.1%	0.3%	7%	-1.5%	2%[20 µM]	1%
NC(=O)c1ccsc1NC(=O)C1CC1	2%	-0.1%	-3%	-0.5%	-0.1%	6%	0.2%	18%	-2%
